ASAP1 inh: ASAP1 ArfGAP inhibition | Q9ULH1 | ASAP1-stimulated ARF1 GTP hydrolysis, GDP FP detection | inhibition, % at 16.5 µM | actives 0.19% (n = 360,000); in the data active = inhibition above about 25%;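 also: 0% = vehicle with enzyme and substrate and 100% = no enzyme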
Target sequence (Q9ULH1 325-724 limits assumed): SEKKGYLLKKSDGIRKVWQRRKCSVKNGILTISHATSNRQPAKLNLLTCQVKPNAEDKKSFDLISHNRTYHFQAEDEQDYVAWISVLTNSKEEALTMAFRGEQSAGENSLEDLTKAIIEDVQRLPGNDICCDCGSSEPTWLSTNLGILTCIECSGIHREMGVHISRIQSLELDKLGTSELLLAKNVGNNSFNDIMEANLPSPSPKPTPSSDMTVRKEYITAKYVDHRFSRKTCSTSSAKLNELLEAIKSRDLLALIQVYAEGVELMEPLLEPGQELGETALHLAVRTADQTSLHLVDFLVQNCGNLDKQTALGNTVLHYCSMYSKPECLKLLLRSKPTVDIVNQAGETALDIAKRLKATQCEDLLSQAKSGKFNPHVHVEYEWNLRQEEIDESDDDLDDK
SIAE primary: inhibitors of human sialic acid acetylesterase SIAE. Q9HAT2. SIAE FP-Rh probe binding, fluorescence polarization. inhibition, % at 9.66 µM. actives 0.69% (n = 370,000). AID 1053197;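 active = inhibition above a cutoff: mean of compounds within the control limits plus 3 SD of those, cut at about 17% in these data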;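 also: 0% = plate median of compound wells and 100% = probe without SIAE protein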
DDE Tn6 FP inh: disrupts Tn6 cyclic peptide binding to fibrin D-Dimer-E complex; P02675; Fibrin DD(E) TRITC-Tn6 fluorescence polarization displacement; inhibition, % at 8.3 µM; actives 0.21% (n = 370,000);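 active = inhibition above a per-campaign cutoff: mean of compounds within control limits plus 3 SD, cut at about 15% in these data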;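 also: 0% = median of all compound wells on the plate and 100% = blocking peptide control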
TDP2 inh: TDP2 (human) inhibition, absorbance primary screen; O95551; recombinant TDP2, T5PNP hydrolysis, p-nitrophenol absorbance 415 nm; inhibition, % at 12.8 µM; actives 0.34% (n = 370,000); AID 720702;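 active = inhibition above the mean of all tested compounds plus 3 SD, set per campaign, cut at about 25% in these data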;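 also: 0% = DMSO with enzyme and 100% = buffer with substrate but no TDP2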
Target sequence (O95551 whole entry, looked up): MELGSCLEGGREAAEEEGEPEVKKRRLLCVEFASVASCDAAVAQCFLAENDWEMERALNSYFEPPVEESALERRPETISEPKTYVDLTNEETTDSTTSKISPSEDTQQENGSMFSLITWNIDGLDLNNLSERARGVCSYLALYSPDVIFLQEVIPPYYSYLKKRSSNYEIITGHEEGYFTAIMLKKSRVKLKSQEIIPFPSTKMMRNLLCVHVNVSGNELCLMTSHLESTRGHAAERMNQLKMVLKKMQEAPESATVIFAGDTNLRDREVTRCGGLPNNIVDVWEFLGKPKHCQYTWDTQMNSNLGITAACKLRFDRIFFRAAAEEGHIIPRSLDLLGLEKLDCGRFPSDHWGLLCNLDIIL
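Evaluation: % inhibition relative to enzyme-containing and enzyme-free wells. Material: recombinant human TDP2. Benchmarks: enzyme-free and DMSO wells. Timing: enzyme reaction with compound for 2 h at 37 °C. Compound dosing: 12.8 µM only. Measured by: p-Nitrophenol epi absorbance. Reagent: T5PNP substrate at 5 mM, a TopII-DNA adduct mimic. Replication: single well per compound.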
DDE Tn7 FP inh: inhibitors of Tn7 peptide binding to human fibrin DD(E); FP displacement of FITC-Tn7 peptide from fibrin DD(E); 0% = median of compound wells per plate; inhibition, % at 8.3 µM; actives 0.13% (n = 370,000); AID 720508;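 active = inhibition above the mean of compounds falling within the control limits plus 3 SD of them, cut at about 14% in these data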;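 also: 0% = plate median of compound wells and 100% = 10 µM Aha-Tn7 peptide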
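Measure: % inhibition scaled between sample-field median and high-control FP; Test system: human fibrin DD(E); Quantity: 2 µM final DD(E) protein; Doses: one dose, 8.3 µM nominal; Schedule: compound with protein 10 min, then 3 h after probe, room temperature; Detection: fluorescence polarization; Medium: Tris buffer with calcium and detergent, pH 7.8.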
ARFGAP1 inhibitor: rat ARFGAP1 inhibition; AID 651572; Q62848; actives 0.26% (n = 360,000); Arfgap1-stimulated ARF1 GTP hydrolysis, GDP FP detection; inhibition, % at 16.5 µM;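 active = inhibition above a per-plate limit, mean inhibition of low control wells plus 3 SD, cut at about 25% in these data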;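 also: 0% = DMSO wells with enzyme and 100% = wells lacking Arfgap1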
Target sequence (Q62848 1-136 limits assumed): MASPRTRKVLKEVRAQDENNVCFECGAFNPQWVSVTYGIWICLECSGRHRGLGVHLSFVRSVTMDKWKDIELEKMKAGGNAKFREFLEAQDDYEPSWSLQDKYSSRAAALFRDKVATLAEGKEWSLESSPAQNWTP
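Replicates: Single well per compound | Assay system: Truncated rat Arfgap1 GAP domain | Control set: No-Arfgap1 wells (100%) versus DMSO full-reaction wells (0%) | Times: Enzyme reaction 120 min at 25 °C after 20 min preincubation | Reagent: Human ARF1(Δ1-17)-GTP substrate | Measured by: Tracer-displacement fluorescence polarization with EDTA stop, 620/688 nm | Measure: Percent inhibition of Arfgap1-stimulated GTP hydrolysis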
ADAM10 inh: inhibitors of human ADAM10; O14672; recombinant ADAM10, EDANS/DABCYL FRET peptide cleavage, 3 h; inhibition, % at 7 µM; actives 0.62% (n = 370,000);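 active = inhibition above a per-campaign cutoff equal to the mean of compounds falling between control-based bounds plus 3 SD, cut at about 20% in these data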;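 also: 0% = DMSO wells while the 100% control is not disclosed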
PLC-beta3 inh: inhibitors of human phospholipase C beta3 | Q01970 | Purified PLC-beta3, fluorogenic substrate, fluorescence | inhibition, % at 12.2 µM | actives 0.18% (n = 370,000); in the data active = inhibition above about 11%;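 also: 0% = median of compound wells on plate and 100% = full blocker control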
ADAM17 inh: inhibitors of human ADAM17; recombinant ADAM17, EDANS/DABCYL FRET peptide cleavage; inhibition, % at 6.95 µM; P78536; actives 0.83% (n = 370,000);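 active = inhibition above the mean of compounds lying between control limits plus 3 SD, set per campaign, cut at about 8.5% in these data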;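 also: 0% = DMSO-only wells as the low control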
PLCg1 inh: inhibitors of human phospholipase C gamma1; P19174; purified PLC-gamma1, fluorogenic substrate, fluorescence; inhibition, % at 12.2 µM; actives 0.84% (n = 370,000); in the data active = inhibition above about 9.5%
An asterisk follows results filed as active; · = not tested or not shown. An unsorted share of the library. Share with any hit: about 3.6%.

Every second line gives: ASAP1 inh	DDE Tn6 FP inh	DDE Tn7 FP inh	PLCg1 inh	ADAM17 inh	ARFGAP1 inhibitor	PLC-beta3 inh	ADAM10 inh	SIAE primary	TDP2 inh
Cc1cccc(CC(=O)NCCn2c(C)cc3ccccc32)c1
    3	9	4	-5	1	0	-8	-8	6	0
CCOc1ccc(C(=O)OC(C)C(=O)N2CCN(Cc3ccccc3)CC2)cc1 (stereo not drawn)
    -1	4	-1	0	-1	2	2	-10	1	-1
CCCCCCCNC(=O)CN1N=C(c2ccc(C)cc2)CCC1=O
    5	1	-3	3	-2	1	-4	6	3	4
CCOc1ccccc1NC(=O)COc1coc(CN2CCCc3ccccc32)cc1=O
    0	-6	0	-25	-6	-1	-23	-5	0	0
CCc1nc2c(OCc3ccc(F)c(F)c3)cccn2c1N(C)C(=O)CC(C)C
    -6	-3	2	0	-1	-7	-4	-6	-1	0
CC(C)Cn1c(-c2cc(Br)ccc2F)nc2c1c(=O)[nH]c(=O)n2CC(C)C
    -1	-4	0	-1	-2	-5	-6	-4	3	-4
Cc1cc(C(=O)Nc2ccncc2)c(C)o1
    4	0	4	3	-11	-6	-3	1	-4	-8
Cc1ccc(CONC(=O)c2ccccc2)cc1
    -4	5	8	-2	-2	-1	-6	4	-2	1
CC(C)(C)OC(=O)N1CCC(c2cc(=O)n3[nH]cc(C(=O)Nc4ccc(F)c(Cl)c4)c3n2)CC1
    -2	-7	-7	9	1	1	8	8	-10	-17
Cc1ccc(C)c(NS(=O)(=O)c2ccc(OCC(=O)NCC3CCCO3)cc2)c1 (stereo not drawn)
    8	7	0	0	1	7	4	3	8	5
COc1ccc(OC)c(Cc2nnc(CCC(=O)N3CCC(N4CCCCC4)CC3)o2)c1
    -4	2	-1	-5	-30	14	-6	-112	-6	5
CCc1ccc(NC(=O)Nc2ccc3c(c2)N(C)C(=O)CS3)cc1
    16	-14	-10	0	4	5	-2	7	24*	0
COc1ccccc1C(=O)Nc1ccc(S(=O)(=O)Nc2cnc3ccccc3n2)cc1
    -8	-3	5	-18	-11	3	-36	-25	2	14
NC(=O)C1(N2CCCCC2)CCN(C(=O)c2ccccc2)CC1
    -9	2	3	-1	-6	-5	1	-3	0	-4
Cc1nn(Cc2nc(-c3cccs3)no2)c(C)c1Br
    10	1	-3	2	2	-10	-3	-2	-5	1
COc1cccc(-c2nnc(NC(=O)c3ccc(S(=O)(=O)N4CC(C)OC(C)C4)cc3)o2)c1 (stereo not drawn)
    1	-1	1	4	2	11	6	16	1	2
CN(CCc1ccccc1)C(=O)c1ccc(NC(=O)Cc2cccc(NC(=O)C3CCN(C(=O)C4CCCC4)CC3)c2)cc1
    -6	-2	1	0	-3	19	2	-5	-10	0
OCCCNc1cc(-c2ccnc(Nc3cccc(Cl)c3)n2)ccn1
    27*	-7	7	-250	-8	10	-343	-31	-10	0
Cn1ccnc1C1CCCCN1C(=O)c1cc(COc2ccc(F)cc2F)on1 (stereo not drawn)
    3	0	1	7	4	-3	-7	5	-1	-16
O=C1OC(C(=O)Nc2ccccc2)Cc2ccccc21 (stereo not drawn)
    7	1	0	-1	-6	-2	-4	-23	-6	2

Reprinted from the part before: 2 entries; new compounds follow.
Every second line gives: ASAP1 inh	DDE Tn6 FP inh	DDE Tn7 FP inh	PLCg1 inh	ADAM17 inh	ARFGAP1 inhibitor	PLC-beta3 inh	ADAM10 inh	SIAE primary	TDP2 inh
Cn1ccnc1C1CCCCN1C(=O)c1cc(COc2ccc(F)cc2F)on1 (stereo not drawn)
    3	0	1	7	4	-3	-7	5	-1	-16
O=C1OC(C(=O)Nc2ccccc2)Cc2ccccc21 (stereo not drawn)
    7	1	0	-1	-6	-2	-4	-23	-6	2
O=C(Nc1ccccc1)NC1CCN(Cc2nnnn2C2CCCCC2)CC1
    5	-12	2	6	3	0	7	14	8	-15
NC(CCc1ccccc1)c1csc(Nc2cnccn2)n1 (stereo not drawn)
    -13	-6	-8	-1	-2	0	-3	-15	1	-1
Cn1c(NC(=O)c2ccccc2C(F)(F)F)cc(=O)n(C)c1=O
    -7	1	-1	1	-1	-4	4	-11	1	-4
COc1ccc(C2CN=NC23CCc2ccccc2C3=O)cc1 (stereo not drawn)
    2	-1	-2	2	0	-6	-5	1	0	5
COc1ccc(-c2cc(-c3cccs3)nc3sc(C#N)c(N)c23)cc1
    -1	-1	2	-382	-16	0	-458	-53	-5	6
Cc1ccc(CN2C(=O)CCC2C(=O)NCCc2ccccc2)cc1 (stereo not drawn)
    -5	-2	2	-2	3	0	-1	-12	11	7
CC(C)(C)OC(=O)N1CCN(C(=O)c2[nH]cnc2C(=O)Nc2ccc(Cl)cc2)CC1
    -8	0	-1	2	2	-8	3	2	-13	-6
COc1ccc(/C=C/C(=O)Oc2cccc(/C=N/NC(=O)c3cccc(F)c3)c2)cc1
    -4	-2	9	-1	-1	-1	4	4	-15	15
O=S(=O)(NCc1cn2ccccc2n1)c1cc(F)ccc1F
    5	-8	-5	3	-1	-10	-1	-5	-7	-6
CCc1cc(=O)oc2cc3occ(-c4ccc(OC)c(F)c4)c3cc12
    8	3	1	-15	-13	0	-13	-41	-66	3
COc1ccc(N(C)S(=O)(=O)c2cccc(C(=O)Nc3nnc(C4CC4)s3)c2)cc1
    17	8	0	-13	-1	2	-25	9	-6	3
NC(=O)CC(NC(=O)Cc1cccc2ccccc12)c1ccc(NCc2ccccn2)c([N+](=O)[O-])c1 (stereo not drawn)
    16	-4	-11	3	3	1	1	4	-1	-6
Cc1ccc(S(=O)(=O)/N=C(/c2ccccc2)N2CCOCC2)c(C)c1
    -12	1	4	-1	-1	-4	0	2	-10	-6
Cc1ccc(S(=O)(=O)N2CCC(C(=O)O)CC2)cc1
    9	0	-7	3	3	4	0	-5	0	8
CC1CCCCN1CCCNC(=O)c1cc(Br)c(Br)[nH]1 (stereo not drawn)
    1	-5	1	0	-6	-2	-5	-8	-5	14
CC(=O)N1CCN(S(=O)(=O)c2ccc3c(c2)oc(=O)n3C)CC1
    ·	6	4	1	0	·	3	-2	8	-3
CCC(=O)N1CCc2cc(OC)c(OC)cc2C1COc1ccc(C(=O)OC)cc1 (stereo not drawn)
    -2	0	5	2	-2	-3	2	-5	-8	0
Cc1ccc(C)c2c1cc(C)c1nnc(SCC(=O)Nc3nc4c(s3)CCCC4)n12
    5	7	5	2	-1	3	-1	-1	-2	-5
COCCN(C(=O)COC(=O)c1ccc(C)o1)c1c(N)n(Cc2ccccc2)c(=O)[nH]c1=O
    -12	-4	-1	3	-7	5	-10	-1	0	11
COc1ccc(C(=O)NC2CC2)cc1OC1CCN(Cc2ccc(F)cc2Cl)CC1
    -7	0	2	-3	2	-5	-10	7	0	7
O=C(CSc1ccccc1Cl)N1CCC(c2nc3ccccc3s2)CC1
    5	-5	-3	6	5	7	-1	17	1	-3
CC(=O)c1sc(NC(=O)c2ccc(F)c(S(=O)(=O)N3CCOCC3)c2)nc1C
    -10	-13	9	-2	-1	-7	-9	-4	8	-8
O=C(Nc1cccc(O)c1)C1CC(c2cccc(Br)c2)=NO1 (stereo not drawn)
    16	-2	-1	1	-2	11	-2	-3	1	3
CCN(CC(=O)NCc1cccs1)C(=O)CCC(=O)c1ccc(C)cc1
    -1	0	-11	-1	-3	4	-2	4	-6	-6
COc1ccc(Cl)cc1NC(=O)c1cccnc1
    9	4	5	0	0	-12	0	2	1	-13
CCCc1nnc(NC(=O)Nc2ccccc2OC)s1
    2	3	4	8	-2	5	0	1	-10	-5
CC(NC(=O)Cn1cccc1C(=O)c1ccccc1)c1ccccc1 (stereo not drawn)
    6	-2	-11	1	0	15	-5	-5	0	13
O=C(COC(=O)/C=C/c1ccc2c(c1)OCO2)NCc1ccc(F)cc1
    10	0	-1	-27	-18	-4	-33	-78	-5	-6
O=C(CCc1ccccc1)N[C@@H]1c2ccccc2CC[C@H]1OCc1ccccc1
    2	0	7	4	4	-12	3	5	1	-9
CN(C)CCCNc1nc(N)c([N+](=O)[O-])c(NCc2ccccc2)n1
    -6	-6	-2	9.7*	5	7	-1	0	5	-14
CN1N=C(C(=O)NC2CCCc3c2cnn3-c2ccc(F)cc2F)CCC1=O (stereo not drawn)
    -16	2	5	0	-10	18	-2	1	-4	-2
O=C(NCC(F)(F)F)Nc1cccnc1
    4	3	-7	-1	-4	14	-1	7	-1	7
Cc1ccc(S(=O)(=O)N2CCN(C(=O)COC(=O)c3cncc(Br)c3)CC2)c(C)c1
    -4	13	-6	4	2	7	5	-6	-1	-11
CCCc1cc(=O)oc2cc(C)cc(OC(C)C(=O)NCCCN3CCOCC3)c12 (stereo not drawn)
    2	0	-4	-211	-149	3	-332	-451	-1	-9
COc1ccc(NC(=O)Cn2nnc(C(N)=O)c2N)c(OC)c1
    -8	-4	-2	2	3	-9	8	10	-3	-8
Cc1cc(NC(=O)CSc2nnc(-c3cccnc3)n2C)no1
    -5	6	4	-4	-2	2	-10	-6	7	6
COc1ccc(NC(=O)CSc2nnc(-c3ccccc3C)n2N)cc1
    9	6	-8	-3	-4	2	-2	-2	-5	1
O=C(c1ccc(NC(=S)Nc2ccc(F)cc2F)cc1)N1CCOCC1
    8	-5	-6	6	0	14	0	5	-1	-13
CCN1CCN(c2nc(-c3ccccc3Cl)nc3ccccc23)CC1
    8	-4	-1	-4	-6	0	-11	-7	8	10
CCOC(=O)N1CCc2c(sc3nc4n(c(=O)c23)N=C(C)CS4)C1
    -17	-3	1	-14	-32	12	-19	-81	-3	-1
Cc1occc1-c1nnc(SC(C)C(=O)Nc2ccccc2F)o1 (stereo not drawn)
    -3	-1	3	-2	-2	-19	-7	-9	0	3
Cc1ccccc1OCC(=O)Nc1ccc2oc(=O)ccc2c1
    6	-5	-8	-40	-30	-2	-67	-77	-8	-13
C/C(=C\C(=S)Nc1ccccc1)Nc1cccc2ccccc12
    -3	-7	-11	-69	-31	-3	-79	-128	-1	4
NC(=O)COC(=O)/C=C/c1ccccc1[N+](=O)[O-]
    2	5	2	-4	-6	-1	-6	-6	-4	0
COc1cc(CN2CC(C)OC(C)C2)cc(OC)c1 (stereo not drawn)
    12	5	10	0	-5	-15	2	-6	3	24*

Screens from PubChem BioAssay.
